Pin1 inh = inhibitors of human Pin1. actives 0.009% (n = 390,000). Pin1 FP peptide displacement, HiFluor488, 10 min. Q13526. Potency, µM (top dose mostly 115 µM), inactives show at the highest dose activity, negative = inhibition, hits mostly inhibitors; active means well fitted inhibition curve with a large enough effect in the polarisation, with a control signal flat, not every such curve was filed as active; inconclusive means small, poorly fitted or top-dose-only effect, or effect the other way, or a change in a side signal; inactive means no such curve, though single readings can be large or run the other way; the % refers to the polarisation; further: potency means the concentration at half of the fitted maximal effect; on the % scale 0 is the no-effect control and ±100 the full control effect
HP1b binding inh = inhibitors of HP1-beta chromodomain binding to methylated histone tails; P83916; AID 540317; Potency, µM (series often up to 114 µM), for inactives: top-dose activity change, negative = inhibition, actives largely listed as inhibitors; actives 0.56% (n = 390,000); AlphaScreen HP1-beta / biotin-H3K9me3 peptide binding; further: potency means the concentration at half of the fitted maximal effect; nearly all actives have a fitted effect of over 70% in size; inactives centre near 23
Target sequence (P83916 whole entry, looked up): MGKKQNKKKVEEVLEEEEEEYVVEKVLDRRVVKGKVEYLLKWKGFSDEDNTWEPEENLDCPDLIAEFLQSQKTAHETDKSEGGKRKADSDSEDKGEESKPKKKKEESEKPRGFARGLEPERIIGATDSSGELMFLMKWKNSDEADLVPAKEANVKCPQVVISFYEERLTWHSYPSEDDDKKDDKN
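HP1-beta protein (50 nM final) preincubated 30 min at room temperature with biotinylated H3(1-18)K9me3 peptide (50 nM) in PBS pH 7.4, 0.01% Tween-20, then compound added for 30 min. AlphaScreen streptavidin donor/nickel chelate acceptor beads (10 ug/mL final), 30 min dark, luminescence read.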
TrxR1 inh = inhibitors of rat thioredoxin reductase 1. Potency, µM (titrated, usually from 114 µM), inactives show at the top dose activity change, negative = inhibition, most hits filed as inhibitors. actives 1% (n = 390,000). recombinant rTrxR1, NADPH fluorescence consumption, selenite substrate. AID 588453. O89049; further: potency means the concentration at half of the fitted maximal effect; on the % scale 0 is the no-effect control and ±100 the full control effect; nearly all actives have a fitted effect of over 65% in size
Target sequence (O89049 whole entry, looked up): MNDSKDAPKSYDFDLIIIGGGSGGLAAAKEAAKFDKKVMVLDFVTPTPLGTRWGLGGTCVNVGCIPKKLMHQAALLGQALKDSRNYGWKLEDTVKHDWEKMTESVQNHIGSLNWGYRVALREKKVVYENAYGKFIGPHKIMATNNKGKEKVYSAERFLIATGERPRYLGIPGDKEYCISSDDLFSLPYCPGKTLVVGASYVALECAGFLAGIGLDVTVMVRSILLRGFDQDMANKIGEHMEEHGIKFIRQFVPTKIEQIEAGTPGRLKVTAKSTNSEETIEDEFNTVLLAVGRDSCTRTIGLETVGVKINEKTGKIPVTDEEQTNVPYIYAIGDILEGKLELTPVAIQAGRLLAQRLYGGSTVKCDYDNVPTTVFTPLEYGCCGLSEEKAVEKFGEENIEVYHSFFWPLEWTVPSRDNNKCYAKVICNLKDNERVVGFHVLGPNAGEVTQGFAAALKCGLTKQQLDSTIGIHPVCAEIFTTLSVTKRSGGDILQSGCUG
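Rat TrxR1 (90 nM in the dispensed reagent) was pre-reduced with 400 uM NADPH for 5 min at room temperature, then incubated with compound for 15 min. After 400 uM selenite was added, NADPH fluorescence (Ex 340/Em 450 nm) was followed for 8 min.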
mIDH1 inhibitor = blocks human mutant IDH1 R132H enzyme; actives 0.093% (n = 390,000); Potency, µM (doses to about 76.6 µM), without a hit: top-dose activity change, negative = inhibition, most hits filed as inhibitors; IDH1-R132H enzyme, NADPH consumption, diaphorase/resazurin fluorescence; further: potency means the concentration at half of the fitted maximal effect; on the % scale 0 is the no-effect control and ±100 the full control effect; nearly all actives have a fitted effect of over 65% in size
Target sequence (O75874 whole entry R132H, stated change not applied): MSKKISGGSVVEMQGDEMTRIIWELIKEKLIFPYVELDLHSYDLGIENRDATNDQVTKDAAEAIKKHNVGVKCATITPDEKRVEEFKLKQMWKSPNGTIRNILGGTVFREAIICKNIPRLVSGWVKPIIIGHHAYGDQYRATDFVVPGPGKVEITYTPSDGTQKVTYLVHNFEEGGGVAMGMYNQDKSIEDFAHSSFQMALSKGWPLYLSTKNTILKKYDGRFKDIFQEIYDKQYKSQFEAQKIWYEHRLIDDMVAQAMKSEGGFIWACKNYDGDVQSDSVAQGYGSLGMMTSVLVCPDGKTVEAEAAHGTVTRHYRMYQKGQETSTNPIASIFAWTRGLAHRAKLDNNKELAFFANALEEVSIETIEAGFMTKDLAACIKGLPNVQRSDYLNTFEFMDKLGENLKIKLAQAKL
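IDH1-R132H (0.5 ug/mL dispensed) in pH 7.5 Tris buffer was preincubated 30 min with compound, then given a substrate mix of 0.016 mM NADPH and 2 mM alpha-KG for 80 min at room temperature; remaining NADPH was read by diaphorase/resazurin fluorescence.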
PI4K2A block = blocks human PI4K2A kinase activity | Q9BTU6 | purified PI4K2A, ADP-Glo luminescence, 1 h; hits give low values | activity change, negative = inhibition, % at 76.9 µM | actives 0.13% (n = 420,000) | AID 1346378; in the data active means activity change below about -50%; inconclusive means mostly about -30% to -49%;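 further: -100% = wells without enzyme as full effect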
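Compounds are screened against recombinant PI4K2A using PI as substrate and ATP, the latter dispensed at 300 microM. Reactions run one hour at ambient temperature before ADP-Glo detection; full inhibition defined by wells lacking enzyme.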
GLS inhibitor = glutaminase GLS (human) inhibition; AID 624170; actives 0.21% (n = 410,000); O94925; GLS enzymatic activity, qHTS titration; Potency, µM (highest dose often 45.5 µM), for the others: at the top dose activity change, negative = inhibition, most hits filed as inhibitors; further: potency means the concentration at half of the fitted maximal effect; on the % scale 0 is the no-effect control and ±100 the full control effect
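Assay buffer: 45 mM KH2PO4 pH 8.2, 0.02% Tween-20. hKGA acts on L-glutamine (1 mM solution added); product glutamate is reported by an oxidase/peroxidase Amplex Red coupling, with fluorescence taken at baseline and 30 min.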
TrxR1 substrate = substrates of rat thioredoxin reductase 1; O89049; purified TrxR1 substrate turnover, NADPH consumption readout; Potency, µM (doses to about 114 µM), for the others: at the highest dose activity change, negative = substrate turnover; actives 0.01% (n = 390,000); AID 588456; further: potency means the concentration at half of the fitted maximal effect; on the % scale 0 is the no-effect control and ±100 the full control effect; nearly all actives have a fitted effect of over 50% in size
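Rat TrxR1, dispensed at 90 nM, was prereduced with 400 uM NADPH (final) for 5 min at ~22 deg C, then incubated with compound 15 min before 400 uM selenite. A first-read NADPH fluorescence drop versus no-compound background flagged substrates.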
USP1-UAF1 inh = USP1/UAF1 (human) deubiquitinase inhibition | O94782 | recombinant USP1/UAF1, Ub-Rhodamine cleavage fluorescence | Potency, µM (titrated, usually from 57.1 µM), inactives show top-dose activity change, negative = inhibition, actives largely listed as inhibitors | actives 0.23% (n = 390,000); further: potency means the concentration at half of the fitted maximal effect; on the % scale 0 is the no-effect control and ±100 the full control effect; nearly all actives have a fitted effect of over 60% in size; inactives centre near -12
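1 nM enzyme complex + cpd, 15 min RT; start with Ub-Rho 150nM final; kinetic fluorescence ex 480/em 540, 6 reads q60 s. Buffer 50mM HEPES pH 7.8, 0.5mM EDTA, 0.1 mg/ml BSA, 1mM TCEP, 0.01% Tween-20.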
Tb PGK inh = inhibitors of T. brucei phosphoglycerate kinase; P07378; PGK/GAPDH coupled, Kinase-Glo luminescence, 60 min; Potency, µM (highest dose often 57.5 µM), without a hit: top-dose activity change, negative = inhibition, actives largely listed as inhibitors; actives 0.043% (n = 380,000); further: potency means the concentration at half of the fitted maximal effect; on the % scale 0 is the no-effect control and ±100 the full control effect; nearly all actives have a fitted effect of over 60% in size
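Recombinant glycosomal PGK reaction used 1,3-bisphosphoglycerate generated in-well by GAPDH (100nM final) in 100mM TEA pH 7.6, 5mM MgCl2, 0.01% Tween-20. After 60 minutes at room temperature, ATP was read by Kinase-Glo Plus luminescence end-point.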
The depositor's hits bear a star; i = inactive; ? = inconclusive; . = no result given; & = joins results of further samples; [ ] = another dose, or the depositor's remark. Unless noted, the call rests on the fitted dose curve; in most records, active means well fitted curve in the direction sought with a large enough effect; inconclusive means small, poorly fitted or top-dose-only effect, or another doubt; inactive means no such curve, though single readings can be large; an effect the other way counts as inactive or inconclusive. The list is partial; rates above refer to the full screens.

SMILES	Pin1 inh	HP1b binding inh	TrxR1 inh	mIDH1 inhibitor	PI4K2A block	GLS inhibitor	TrxR1 substrate	USP1-UAF1 inh	Tb PGK inh
CCOC(=O)C1=C(CN2CCN(c3ccccc3F)CC2)NC(=O)NC1c1ccc(Cl)cc1 (centres undefined)	-11%	2%	8%	-1%	-1	2%	-10%	-25%	-9%
Cc1ccccc1S(=O)(=O)/N=C(/Nc1nc2ccccc2s1)c1ccccc1	-2%	34%	-5%	-8%	-12	14%	22%	-8%	7%
Cc1c(Cl)cccc1NC(=O)C1CCCN(C(=O)c2cnn(-c3ccccc3)c2-n2cccc2)C1 (centres undefined)	5%	34%	15%	0%	2	18%	-2%	-26%	11%
O=[N+]([O-])c1cc([N+](=O)[O-])c(Oc2cccc(Cl)c2Cl)cc1NN1CCCCC1	7%	-18%	-17%	-1%	1	7%	-4%	-19%	0%
O=C(NN1CCOCC1)c1ccc(Cl)c(Cl)c1	1%	24%	13%	0%	0	2%	-9%	-11%	2%
COc1cccc(CNC(=O)CCNS(=O)(=O)c2cccc3nsnc23)c1	-9%&-3%	41%&25%[activator]	13%&-2%	0%&18%	3&-7	6%&7%	-2%&-9%	-9%&-8%	2%&7%
NC(=O)C1(N2CCCCC2)CCN(C(=S)Nc2ccc(F)cc2)CC1	5%	24%	-13%	-1%	-4	12%	-7%	5%	-4%
C=C(C)C(=O)Nc1ccc(NC(C)C)cc1	-2%	30%	4%[57.1 µM]	0%	-10	-2%	9%[57.1 µM]	?	i
COc1ccccc1C(=O)NC(=O)COC(=O)CNC(=O)c1ccccc1	1%	28%	7%	1%	1	-14%	4%	-21%	i
Cc1ccc(CN(C(=O)c2sc3ccccc3c2Cl)C2CCS(=O)(=O)C2)cc1 (centres undefined)	0%	27%	15%	6%	8	2%	1%	-15%	0%
O=C1Cc2ccccc2C(=O)N1OCc1ccc(Cl)cc1Cl	-1%	15%	6%[57.1 µM]	-10%	5	7%	8%[57.1 µM]	-31%	-1%
CC(C)CCN(C(=O)Cc1ccc(Cl)c(Cl)c1)c1c(N)n(Cc2ccccc2)c(=O)[nH]c1=O	9%	31%	12%[57.1 µM]	2%	0	-3%	-15%	2%	-8%
CCN(CC(=O)NCc1cccnc1)S(=O)(=O)c1ccc(OC)cc1	-5%	14%	15%	-7%	3	-1%	0%	-12%	-4%
O=C(c1cccnc1)n1nc(-c2ccco2)nc1NCc1cccs1	1%	64%[activator]	3%	-2%	-2	16%	7%	-17%	4%
Cc1cc(Nc2ccc(C)c(F)c2)n2ncnc2n1	2%	60%[activator]	2%	7%	1	-2%	-3%	-17%	0%
Cc1ccc(C(=O)N2CCC3(CC2)Oc2ccc(F)cc2C(=O)C32CC(c3ccc(Cl)cc3)=NO2)s1 (centres undefined)	1%	36%	-33%	0%	3	-3%	3%	?	-10%
COc1cc2ccccc2cc1C(=O)N(CCN(C)C)c1nc2c(F)cccc2s1	-3%	-17%	9%	-3%	-3	-1%	-3%	-26%	9%
O=C(O)c1ccc2ccc3ccccc3c2c1	-1%	30%[activator]	24%	5%	-4	2%	6%	-25%	-9%
N=c1c(C(=O)NCc2ccc(F)cc2)cc2c(=O)n3ccccc3nc2n1CCCN1CCOCC1	?	25%	12%	-1%	-16	-12%	97%[activator]	-19%	-1%
O=S(=O)(Cc1ccccc1)N(O)c1ccccc1	-1%	23%	-7%	1%	4	?	-6%	-16%	-10%
CCCCN1C(=O)C(O)(c2c[nH]c3ccccc23)c2cc(Br)ccc21 (centres undefined)	?	-1%	5%	0%	3	8%	-10%	?	0%
COc1ccc(C2C(=O)N(C3CCCCCC3)CC(=O)N2Cc2ccccc2)cc1OC (centres undefined)	1%	22%	20%	4%	-2	6%	9%	-14%	2%
O=C(C[C@H]1C/C=C\C[C@@H](NC(=O)OCC2c3ccccc3-c3ccccc32)C(=O)O[C@@H](c2ccccc2)CNC1=O)N[C@H](CO)Cc1ccccc1	0%	27%	19%	-6%	0	1%	3%	?	-1%
CC1(C)CC(NC(=O)c2cc(COc3cccc(C(F)(F)F)c3)on2)CCO1 (centres undefined)	17%	20%	26%	5%	-2	6%	-3%	-1%	-1%

Given with bars between the fields: entries from further up
Compound | Pin1 inh | HP1b binding inh | TrxR1 inh | mIDH1 inhibitor | PI4K2A block | GLS inhibitor | TrxR1 substrate | USP1-UAF1 inh | Tb PGK inh
Cc1ccc(C(=O)N2CCC3(CC2)Oc2ccc(F)cc2C(=O)C32CC(c3ccc(Cl)cc3)=NO2)s1 (centres undefined) | 1% | 36% | -33% | 0% | 3 | -3% | 3% | ? | -10%
COc1cc2ccccc2cc1C(=O)N(CCN(C)C)c1nc2c(F)cccc2s1 | -3% | -17% | 9% | -3% | -3 | -1% | -3% | -26% | 9%
O=C(O)c1ccc2ccc3ccccc3c2c1 | -1% | 30%[activator] | 24% | 5% | -4 | 2% | 6% | -25% | -9%

(list continues)
SMILES	Pin1 inh	HP1b binding inh	TrxR1 inh	mIDH1 inhibitor	PI4K2A block	GLS inhibitor	TrxR1 substrate	USP1-UAF1 inh	Tb PGK inh
COc1cccc(NC(=O)CN(C)C(=O)c2cccnc2Sc2ccc(C)c(C)c2)c1	1%	16%	8%	-2%	-4	2%	1%	-18%	-4%
Cc1c(NS(=O)(=O)c2ccc(C(=O)NCc3ccc(F)cc3)cc2)c(=O)n(-c2ccccc2)n1C	0%	60%[activator]	16%	17%	-4	-1%	8%	-15%	i
COc1ccc(C(C)(C)C)cc1NC(=O)COC(=O)c1ncc(Cl)c(Cl)c1Cl	-3%	51%[activator]	-10%	8%	3	-6%	-8%	-18%	-2%
Cc1c(NC(=O)Cc2ccccc2)cccc1-c1nc2cccnc2s1	10%	4%	22%	0%	-7	-13%	1%	-2%	-2%
C[C@@H]1CN([C@@H](C)CO)C(=O)CCCn2nncc2CO[C@@H]1CN(C)C(=O)Nc1ccc(C(C)(C)C)cc1	.	.	.	-3%	2	-2%	.	-15%	0%
N#Cc1cnn(-c2ccccc2)c1N	-14%	7%	32%[activator]	8%	-4	-7%	10%	7%	-9%
CC(C)CC(NC(N)=O)C(=O)OCC(=O)NC(=O)NC1CCCC1 (centres undefined)	0%	11%	-2%	4%	1	8%	-9%	0%	-5%
CCc1ccc(NC(=O)C(C)OC(=O)c2cccc(S(=O)(=O)N3CCc4ccccc4C3)c2)cc1 (centres undefined)	19%	28%	20%	0%	0	1%	0%	-10%	-3%
CCOc1cc(/C=C2\C(=O)ON=C2c2ccccc2)cc(Br)c1O	16%	?	14µM*	-15%	-24	8.9µM*	-3%	-24%	i
COc1cc([N+](=O)[O-])ccc1NC(=S)N1CCN(c2ccccn2)CC1	-1%	-14%	-17%	10%	-2	6%	-12%	0%	14%
CC(C)(C)NC(=O)CSc1nnc(-c2ccncc2)n1Cc1ccccc1	-4%	24%	-3%	4%	-3	2%	-1%	-14%	-1%
Cc1ccc(C(=O)NS(=O)(=O)c2ccc(C)cc2)cc1	-7%	36%	12%	0%	4	2%	1%	-12%	-3%
CN(C(=O)CSc1nnc(-c2ccccc2)c(-c2ccccc2)n1)C1CCS(=O)(=O)C1 (centres undefined)	-6%	32%	-11%	1%	6	-4%	-7%	-15%	-1%
COc1ccc(NC(=O)CSCc2cc(=O)n3c(C)csc3n2)cc1	-2%	56%[activator]	?	7%	-3	3%	-9%	-9%	-6%
COc1ccc(N(C(=O)C(C)C)S(=O)(=O)c2cccc([N+](=O)[O-])c2)cc1	-3%	3%	15%[57.1 µM]	9%	-13	-3%	-5%	?	-9%
CN(C)S(=O)(=O)c1cccc(NC(=O)c2ccc(S(=O)(=O)N3CCCC3)cc2)c1	1%	2%	3%	0%	3	11%	-7%	-13%	4%
CC(=O)NCCc1cc2ccc(C)cc2[nH]c1=O	-1%	18%	-6%	-1%	-5	2%	4%	-18%	-9%
CCCN1C2CCCC1CC(NC(=O)Nc1ccc(C(C)C)cc1)C2 (centres undefined)	-1%	29%	-3%[57.1 µM]	1%	-3	-3%	9%[57.1 µM]	2%	-6%
O=C(Nc1ccon1)c1ccc(F)c(S(=O)(=O)N2CCCCC2)c1	-3%	28%[57 µM]	1%	3%	-4	-6%	2%	-13%	i
Cc1ccc(Nc2nnc(SCC(=O)c3cc4ccccc4o3)s2)cc1C	52%[activator]	-12%	?	0%	-5	14%	-3%	2%	-10%
CCCCCCCCSc1nnc2[nH]c(=O)cc(N)n12	8%	-17%	16%[11.4 µM]	5%	3	-4%	-17%[11.4 µM]	2%	i
Cc1ccc(N2CN=C(c3ccccc3)NC2=S)cc1	3%	22%	5%	-2%	-1	10%	6%	-1%	.
Cc1cc(C)cc(OCc2cc(=O)n3c(-c4ccccc4)csc3n2)c1	0%	6%	-1%	1%	-19	-12%	8%	-9%	-9%
COC(=O)CSc1nc2ccccc2o1	-2%	14%	14%	13%	1	12%	9%	22%	1%
COc1cc(OC)cc(C(=O)N[C@H](C(=O)Nc2nc(-c3cc(OC)ccc3OC)cs2)C(C)C)c1	25%	-10%	7%[57.1 µM]	-4%	3	4%	5%	-14%	32%[activator]
Cn1cc(/C=C(\C#N)C(=O)Nc2ccccc2O)c2ccccc21	?	-6%	13%[57.1 µM]	5%	5	?	7%[57.1 µM]	-3%	-8%
C=CCNC(=O)C(=O)N/N=C/c1ccco1	1%	22%	-18%	1%	0	4%	-13%	-14%	-8%

High-throughput results from PubChem.
